NTR1 agonist: NTR1-driven beta-arrestin-GFP spot formation – imaging, U2OS cells, high content, primary screen (AID 493036). P30989. agonist mode. activation, % at 20 µM. hit rate 0.17% among 330,000;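 active = activation at or above 40% of the spot to cytoplasm intensity ratio, with at least 20 cells analyzed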;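 also: 0% = DMSO without peptide and 100% = 100 nM NTR1 peptide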
Target sequence (P30989 whole entry, looked up): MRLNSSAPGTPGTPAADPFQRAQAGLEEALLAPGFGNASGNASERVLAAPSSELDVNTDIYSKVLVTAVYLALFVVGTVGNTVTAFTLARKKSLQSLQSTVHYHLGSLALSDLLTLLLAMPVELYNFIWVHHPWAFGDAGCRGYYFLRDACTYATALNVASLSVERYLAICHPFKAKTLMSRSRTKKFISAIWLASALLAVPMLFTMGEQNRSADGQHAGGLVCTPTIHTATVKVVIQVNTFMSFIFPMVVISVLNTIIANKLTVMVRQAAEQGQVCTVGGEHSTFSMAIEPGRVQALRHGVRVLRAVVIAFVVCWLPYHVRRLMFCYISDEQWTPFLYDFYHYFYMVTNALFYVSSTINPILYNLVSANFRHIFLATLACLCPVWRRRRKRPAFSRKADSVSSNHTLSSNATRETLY
T cell HTS: T cell immune modulators affecting CD8 T cell-vesicle binding; 2C CD8+ T cell-vesicle binding, flow cytometry; stronger effect = lower value; calls only at 7 µM; hit rate 0.068% among 330,000;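 active = response, share of CD8 T cells binding vesicles, and their 90th percentile fluorescence all below set limits, cut at about 80% in these data, passing the limit was not always enough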
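Also added: QL9-peptide-loaded Drosophila micro-vesicles bearing Ld, ICAM-1 and B7-1; Test system: purified 2C TCR transgenic mouse naive CD8+ T cells; Measured by: cytometric PE anti-B7-1 and Alexa647 anti-CD8 signals after 1% paraformaldehyde fixation; Timing: binding step 1.5 h, 37 °C, antibody labelling 20 min, ice.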
T cell HTS vesicle-bound %: also measured in T cell HTS; calls as there; double positive events, %; measured here: CD8+ vesicle-bound cell fraction;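 binding gate set so that unloaded-vesicle control wells show 10% double positive cells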
NTR1 agonist cell count 20 µM: recorded beside NTR1 agonist, whose call it bears; cell count; measured here: cell count, cytotoxicity flag
* hit, by the source's call; i = inactive. The list is partial; count on the stated rates, not on these rows.

compound,T cell HTS,T cell HTS vesicle-bound %,NTR1 agonist cell count 20 µM,NTR1 agonist
CCN(C[C@H]1N[C@@](Cc2ccccc2)(C(=O)OC)[C@H]2C(=O)N(Cc3ccccc3)C(=O)[C@@H]12)C(=O)Nc1ccc(Cl)cc1,i,12,43,7.1
O=C(COc1ccc([N+](=O)[O-])cc1Cl)Nc1ccc2[nH]c(=O)[nH]c2c1,i,35,66,1.5
CCN(CC)C(=O)c1[nH]cnc1C(=O)Nc1ccc(Cl)cc1,i,60,63,1.0
C[C@H](CO)N1C[C@H](C)[C@@H](CN(C)S(C)(=O)=O)Oc2ccc(NC(=O)Cn3cnnn3)cc2C1=O,i,12,46,-0.5
COc1ccc2c(c1)OC[C@H]1[C@H]2N2C(=O)CN(CC3CCCO3)C(=O)[C@@]2(C)[C@H]1c1ccccc1 (stereo partly drawn),i,59,46,1.3
CCN(c1ccccc1)S(=O)(=O)c1ccc(Cl)c(NC(=O)CNCc2ccccc2OC)c1,i,26,66,0.6
COc1ccc(OC)c(S(=O)(=O)NCCCN2CCOCC2)c1,i,46,53,1.1
COC(=O)c1sccc1NC(=O)c1c(F)c(F)c(F)c(F)c1F,i,17,40,1.0
CC(NC(=O)COC(=O)Cn1cc(C(F)(F)F)ccc1=O)c1ccccc1 (stereo not drawn),i,45,46,-0.6
CCCN(CC(=O)Nc1ccc(F)c(F)c1F)CC(=O)Nc1c(C)n(C)n(-c2ccccc2)c1=O,i,41,56,-0.5
CCCCn1nc(C(=O)NCC(=O)Nc2c(C)cccc2C)c2ccccc2c1=O,i,33,43,-1.9
CC(C)NC(=O)N(C)C[C@H]1Oc2ccc(NC(=O)CCC(F)(F)F)cc2C(=O)N([C@H](C)CO)C[C@@H]1C,i,16,59,2.2

2 of the compounds above, as labelled records:
CCN(C[C@H]1N[C@@](Cc2ccccc2)(C(=O)OC)[C@H]2C(=O)N(Cc3ccccc3)C(=O)[C@@H]12)C(=O)Nc1ccc(Cl)cc1
  T cell HTS = i
  T cell HTS vesicle-bound % = 12
  NTR1 agonist cell count 20 µM = 43
  NTR1 agonist = 7.1

COc1ccc(OC)c(S(=O)(=O)NCCCN2CCOCC2)c1
  T cell HTS = i
  T cell HTS vesicle-bound % = 46
  NTR1 agonist cell count 20 µM = 53
  NTR1 agonist = 1.1

Carrying on.
compound,T cell HTS,T cell HTS vesicle-bound %,NTR1 agonist cell count 20 µM,NTR1 agonist
COc1ccc([C@H]2CC(=O)C=C(c3ccc(Cl)cc3C)C2)cc1,i,11,72,4.6
Cc1ccc2nc3n(c(=O)c2c1)-c1ccc(Cl)cc1C(=O)NC3Cc1ccccc1 (stereo not drawn),i,60,42,-1.6
O=C(N[C@@H]1C/C=C\C[C@@H](CC(=O)N(CCO)Cc2ccccc2)C(=O)NC[C@H](c2ccccc2)OC1=O)OCC1c2ccccc2-c2ccccc21,i,7,61,-0.3
Cn1c(=O)c(C(=O)c2ccc(S(C)(=O)=O)c(Cl)c2Cl)c(O)c2ccccc21,i,19,41,0.4
COc1cc(C)ccc1OCC(=O)NC1CCCCCC1,i,47,52,-0.8
CCOc1ccc(OCCCC(=O)ON=C(N)c2ccccc2C)cc1,i,50,46,3.1
O=C(NCCCN1CCOCC1)c1ccc(Cl)c([N+](=O)[O-])c1,i,29,56,0.1
Cc1c(C(=O)OCC(=O)N2CCCCC2C)oc2ccccc12 (stereo not drawn),i,29,70,-1.0
C=CCn1c(SCC(=O)NC(=O)Cc2ccccc2)nnc1-c1ccccc1F,i,48,63,0.4
CC[C@@]1(C(=O)OC)N[C@H](CN(C)C(=O)c2ccccc2)[C@@H]2C(=O)N(Cc3ccccc3)C(=O)[C@@H]21,i,10,61,1.5
COc1cccc(OC)c1C(=O)Nc1sc2c(c1C(N)=O)CCCC2,i,32,45,1.9
CN(C)S(=O)(=O)c1cc(NC(=O)COC(=O)CC2CC3CCC2C3)ccc1Cl (stereo not drawn),i,41,97,3.8

compound,T cell HTS,T cell HTS vesicle-bound %,NTR1 agonist cell count 20 µM,NTR1 agonist
O=C(c1ccccc1)N1CCN(S(=O)(=O)c2ccc(Cl)c(C(F)(F)F)c2)CC1,i,36,57,1.1
Cc1cc(C(=O)COC(=O)c2n[nH]c(=O)c3ccccc23)c(C)n1C(C)C,i,11,55,0.5
CCOC(=O)[C@@H]1[C@H]2COc3cc(OC)ccc3[C@@H]2N2C(=O)N(c3ccc(F)cc3)C(=O)[C@@]12C,i,21,68,-1.3
C=CC[C@@H](Cc1ccc(F)cc1)C(=O)OC[C@H]1CCCN1C(=O)[C@H](CC=C)CC(=O)N[C@H](CO)Cc1ccccc1,i,11,58,4.5
COCCn1c(SCc2ccc(C)cc2)nc2c1c(=O)[nH]c(=O)n2C,i,34,59,8.2
NC(=O)C1CCCN(C(=O)c2ccc(NC(=O)c3cccs3)cc2)C1 (stereo not drawn),i,53,57,-0.5
COc1ccc(NC(=O)c2cc(-c3ccc(C)o3)nc3ccccc23)c(OC)c1,i,30,51,5.5
O=C(c1cc2ccccc2o1)N1CCN(S(=O)(=O)c2ccc(F)c(F)c2F)CC1,i,3,49,6.8
CC(C)CNS(=O)(=O)c1ccc(CCC(=O)NC2CCCCC2)cc1,i,48,56,-0.2
Cc1nn(CC(=O)c2ccc3c(c2)OCCO3)c(=O)c(C#N)c1C,i,47,53,-0.5
CCC(C)Sc1ccc([C@@H]2[C@H]3C(=O)N(C)C(=O)[C@H]3[C@]3(C(=O)OC)CCCN23)cc1 (stereo partly drawn),i,11,39,2.0
O=C(Cc1c(F)cccc1Cl)OCC(=O)c1ccc[nH]1,i,54,60,-0.4

Brought forward from above: 5 compounds, followed by the next part.
compound,T cell HTS,T cell HTS vesicle-bound %,NTR1 agonist cell count 20 µM,NTR1 agonist
O=C(c1cc2ccccc2o1)N1CCN(S(=O)(=O)c2ccc(F)c(F)c2F)CC1,i,3,49,6.8
CC(C)CNS(=O)(=O)c1ccc(CCC(=O)NC2CCCCC2)cc1,i,48,56,-0.2
Cc1nn(CC(=O)c2ccc3c(c2)OCCO3)c(=O)c(C#N)c1C,i,47,53,-0.5
CCC(C)Sc1ccc([C@@H]2[C@H]3C(=O)N(C)C(=O)[C@H]3[C@]3(C(=O)OC)CCCN23)cc1 (stereo partly drawn),i,11,39,2.0
O=C(Cc1c(F)cccc1Cl)OCC(=O)c1ccc[nH]1,i,54,60,-0.4
CC(=O)c1sc(NC(=O)CCCc2nc3ccccc3c(=O)[nH]2)nc1-c1ccccc1,i,26,53,-1.2
CCc1ccc2c(CC(=O)Nc3cccc(S(=O)(=O)N4CCOCC4)c3)coc2c1,i,40,67,4.5
COc1ccccc1N(C)S(=O)(=O)c1ccc(C(=O)Nc2cccc(Br)c2)cc1,i,41,62,1.6
C[C@H](CO)N1C[C@H](C)[C@@H](CN(C)C(=O)Nc2ccc(C(F)(F)F)cc2)Oc2ccc(NS(=O)(=O)c3cn(C)cn3)cc2C1=O,i,24,48,3.6
O=S(=O)(NC1=NCCC1)c1cccc(NS(=O)(=O)c2ccc(F)c(Cl)c2)c1,i,36,70,3.5
CCOCc1c(C(=O)NCC(c2ccco2)N2CCCC2)oc2ccccc12 (stereo not drawn),i,55,64,1.4
O=C(COC(=O)c1ccc(S(=O)(=O)N2CCCC2)cc1)Nc1ccccc1,i,42,45,0.5
Cc1ccc(NC(=O)CN(C)C(=O)COc2ccccc2-c2ccccc2)cc1,i,23,49,7.8
CC(C)NC(=O)c1ccc(NC(=O)CC2SC(N3CCCC3)=NC2=O)cc1 (stereo not drawn),i,41,62,-0.8
NC(=O)c1ccc(NC(=O)c2ccc(COc3ccc(F)cc3)o2)cc1,i,71,79,-0.6
COc1ccc(NCC(=O)Nc2cccc(C(F)(F)F)c2)cc1S(=O)(=O)N1CCOCC1,i,37,62,0.1
Cc1cnc(C(=O)OCC(=O)c2ccc(C)s2)cn1,i,17,61,2.0

compound,T cell HTS,T cell HTS vesicle-bound %,NTR1 agonist cell count 20 µM,NTR1 agonist
Cc1ccc(CNC(=O)c2ccc(Cl)c(S(=O)(=O)N3CCCCC3)c2)cc1,i,46,69,1.9
COc1cccc(CN(C)C(=O)c2ccc(C)c(S(=O)(=O)N3CCCCC3)c2)c1,i,30,58,0.8
O=C(COC(=O)c1ccc([N+](=O)[O-])o1)Nc1ccc(N2CCOCC2)cc1,i,36,48,2.0
O=c1c(O[C@@H]2O[C@H](CO)[C@@H](O)[C@H](O)[C@H]2O)c(-c2ccc(O)cc2)oc2cc(O)cc(O)c12,i,52,49,1.0
CC(C)CC1NC(=O)N(CC(=O)Nc2cc(F)ccc2F)C1=O (stereo not drawn),i,32,71,-0.7
O=C([C@@H]1CCCN1C(=O)c1cccs1)N1CCN(S(=O)(=O)c2ccccc2F)CC1,i,28,52,1.2
COc1cccc(/C=C/C(=O)OCC(=O)c2c[nH]c3ccccc23)c1,i,26,54,0.0
COC(=O)c1c(-c2ccc(OC)cc2)sc2ccccc12,i,23,68,2.8
O=C(c1ccc(-c2ccc(Cl)cc2)o1)N1CCN(S(=O)(=O)c2cccs2)CC1,i,32,46,19
COC(=O)Nc1ccc(S(=O)(=O)N2CCCC(C(=O)NCC3CCCO3)C2)cc1 (stereo not drawn),i,34,55,0.6
CCCCNC(=O)COC(=O)C1CCN(S(=O)(=O)c2ccc3c(c2)OCCO3)CC1,i,30,63,-1.1
CCOc1ccc(NC(=O)COC(=O)CC2CC3CCC2C3)cc1 (stereo not drawn),i,45,49,-1.0

compound,T cell HTS,T cell HTS vesicle-bound %,NTR1 agonist cell count 20 µM,NTR1 agonist
CC[C@@]1(C(=O)OC)N[C@H](CN(C)C(C)=O)[C@@H]2C(=O)N(C)C(=O)[C@@H]21,i,27,64,0.4
O=C(COc1ccc(Cl)cc1Br)Nc1cccc(S(=O)(=O)N2CCCC2)c1,i,26,63,3.4
COc1cc(-c2ccc3oc(-c4ccsc4)cc(=O)c3c2)cc(OC)c1OC,i,41,42,6.9
O=C(CCS(=O)(=O)c1ccccc1)NNC(=O)COc1ccc(F)cc1,i,46,61,4.5
O=C1C=C(c2ccccc2C(F)(F)F)C[C@@H](c2ccc3c(c2)OCO3)C1,i,37,67,5.3
CC1(C)NC(=O)N(CC(=O)Nc2ccc(-n3cnnn3)cc2)C1=O,i,37,54,1.7
CC1CCCCC1NC(=O)CN1C(=O)NC(C)(c2cccc(Br)c2)C1=O (stereo not drawn),i,26,84,-0.9
CC(=O)c1ccc(NC(=O)CSc2nnc(C3CC3)n2C2CC2)cc1,i,43,58,-0.7
Clc1ccc(N2CCN(c3ccnc(Cl)n3)CC2)cc1,i,33,51,6.1
CN(Cc1ccccc1)S(=O)(=O)c1ccc(Cl)c(C(=O)N2CCC(C(N)=O)CC2)c1,i,38,69,-0.5
CC(=O)c1ccc(NC(=O)[C@@H]2CCCN2C2=NS(=O)(=O)c3ccccc32)cc1,i,38,82,-0.6
COc1ccc(S(=O)(=O)Nc2cccc3c2O[C@H](CN(C)C(=O)NC(C)C)[C@@H](C)CN([C@H](C)CO)C3=O)cc1,i,15,55,0.8

compound,T cell HTS,T cell HTS vesicle-bound %,NTR1 agonist cell count 20 µM,NTR1 agonist
Cc1ccccc1Sc1ccc(N)cn1,i,30,65,0.8
O=C(CCN1C(=O)C2CCCCC2C1=O)Nc1cc([N+](=O)[O-])ccc1Cl (stereo not drawn),i,35,62,-0.9
Cc1ccc2c(c1)C(=O)C(=O)N2c1ccc(C(F)(F)F)cc1,i,16,54,2.3
Nc1cccc2cc(-c3ccccc3)oc12,i,34,54,-0.5
CCCCOc1ccc(C(=O)NN2CCOCC2)cc1,i,27,57,0.7
Cc1ccccc1CC(=O)N1CCN(S(=O)(=O)c2ccc(Cl)s2)CC1,i,35,64,0.1
Cc1ccc(S(=O)(=O)N2[C@@H](c3ccc(Br)cc3)C(C(=O)O)=CC[C@H]2c2ccc3c(c2)OCO3)cc1,i,17,56,5.6
Cc1ccc(/C=C/C(=O)Nc2cc(S(=O)(=O)N3CCOCC3)ccc2N2CCOCC2)cc1,i,36,37,1.7
O=C(NC(=S)N1CCOCC1)c1cn(-c2ccccc2)nc1-c1ccccc1,i,36,53,-1.9
CC(C)C[C@@H](CNC(=O)OC(C)(C)C)NC(=O)c1nc[nH]c1C(=O)N[C@@H](CC(C)C)C(=O)CNC[C@H](CC(C)C)NC(=O)c1nc[nH]c1C(=O)N[C@@H](Cc1c[nH]c2ccccc12)C(=O)OC(C)(C)C,i,12,65,4.2
CC1(c2ccc3c(c2)OCCCO3)NC(=O)N(CC(=O)NCCc2ccccc2)C1=O (stereo not drawn),i,31,59,-0.5
CC(C)(C)OC(=O)N[C@H](C(=O)OC(C)(C)C)c1ccc2ccccc2c1,i,22,45,3.8

compound,T cell HTS,T cell HTS vesicle-bound %,NTR1 agonist cell count 20 µM,NTR1 agonist
O=C(COC(=O)C1CC1)Nc1ccc(S(=O)(=O)N2CCOCC2)cc1,i,50,62,-0.2
Cc1cc(C)n2nc(SCC(=O)N3CCC(C(=O)O)CC3)nc2n1,i,28,50,-0.7
CCC1CCCCN1C(=S)NC(=O)c1ccco1 (stereo not drawn),i,37,58,-0.8
COC(=O)[C@]1(C)N[C@H](CN(C)S(=O)(=O)c2ccc(C)cc2)[C@@H]2C(=O)N(Cc3ccccc3)C(=O)[C@@H]21,i,4,54,1.0
C=CCN1C(=O)c2ccc(C(=O)OCC(=O)N(CC)C3CCS(=O)(=O)C3)cc2C1=O (stereo not drawn),i,41,66,-1.5
O=C(C[n+]1ccccc1)N/N=C/c1cc(Br)ccc1F,i,38,52,-3.8

Screens as filed in PubChem.
